Source: PubChem (National Center for Advancing Translational Sciences (NCATS))
HTT aggregate = reduces HttQ103-GFP aggregates in PC12 cells. PC12 HttQ103-GFP aggregates, Acumen cytometry, 40 h. Potency, µM (doses to about 46.1 µM), without a hit: at the highest dose activity change, negative = inhibition, most hits filed as inhibitors. 220,000 compounds, 1.1% hits. AID 1688; also: potency is read from the fitted curve at half-maximal effect; % is scaled to controls: 0 for no effect and ±100 for the full control effect; nearly all actives have a fitted effect of over 60% in size
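Compounds (qHTS titration) were added to PC12 cells expressing an ecdysone-driven HTT exon 1 Q103–GFP fusion after induction with 100 nM tebufenozide. Aggregate formation was measured as GFP objects in cell lysates.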
L3MBTL1 inh = blocks human L3MBTL1. AlphaScreen L3MBTL1–H3K9me1 peptide binding. AID 485360. Q9Y468. 230,000 compounds, 0.66% hits. Potency, µM (top dose mostly 57.1 µM), inactives show at the top dose activity, negative = inhibition, hits mostly inhibitors; also: potency is read from the fitted curve at half-maximal effect; % is scaled to controls: 0 for no effect and ±100 for the full control effect; nearly all actives have a fitted effect of over 60% in size
Target sequence (Q9Y468 whole entry, looked up): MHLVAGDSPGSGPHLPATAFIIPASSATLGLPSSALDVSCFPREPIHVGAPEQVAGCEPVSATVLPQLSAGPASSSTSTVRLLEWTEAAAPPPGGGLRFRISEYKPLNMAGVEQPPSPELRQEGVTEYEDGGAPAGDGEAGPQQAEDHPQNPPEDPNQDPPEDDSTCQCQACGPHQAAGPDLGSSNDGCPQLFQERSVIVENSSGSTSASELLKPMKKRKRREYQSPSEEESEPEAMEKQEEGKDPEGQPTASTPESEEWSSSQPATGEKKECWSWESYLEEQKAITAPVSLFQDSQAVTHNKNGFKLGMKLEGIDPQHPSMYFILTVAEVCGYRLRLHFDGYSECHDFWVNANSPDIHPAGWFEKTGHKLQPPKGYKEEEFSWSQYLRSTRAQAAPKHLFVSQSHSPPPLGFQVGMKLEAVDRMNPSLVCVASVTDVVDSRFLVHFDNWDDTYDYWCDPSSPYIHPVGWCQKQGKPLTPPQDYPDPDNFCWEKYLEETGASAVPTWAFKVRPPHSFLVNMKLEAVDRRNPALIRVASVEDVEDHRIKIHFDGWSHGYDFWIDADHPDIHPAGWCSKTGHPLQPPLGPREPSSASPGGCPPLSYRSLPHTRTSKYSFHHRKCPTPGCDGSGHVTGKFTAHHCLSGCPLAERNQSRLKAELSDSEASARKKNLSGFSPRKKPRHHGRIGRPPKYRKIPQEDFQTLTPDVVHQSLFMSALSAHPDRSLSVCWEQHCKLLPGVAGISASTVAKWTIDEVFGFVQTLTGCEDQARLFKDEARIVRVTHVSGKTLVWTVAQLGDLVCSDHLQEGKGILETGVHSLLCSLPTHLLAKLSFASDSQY
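L3MBTL1 50 nM + b-AHA-H3(1-15)K9me1 75 nM, 30 min RT; compound added, 30 min RT; streptavidin donor/Ni-chelate acceptor beads 10 ug/mL each final, 30 min RT dark; AlphaScreen read.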
IMPase Li cell = membrane-permeable IMPase blocker, potentiated with lithium. CHO-M1 cells, IP1 TR-FRET (IP-One), carbachol + lithium. Potency, µM (doses to about 59.4 µM), without a hit: at the highest dose activity, negative = IMPase inhibition, usual class: inhibitors. 210,000 compounds, 0.35% hits. AID 1457;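 also: IP1 builds up when IMPase is blocked and the TR-FRET signal falls; potency is read from the fitted curve at half-maximal effect; plate controls were basal vehicle for no effect and high inhibitor control for full effect; nearly all actives have a fitted effect of over 50% in size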
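IP1 accumulation measured by competitive TR-FRET in lysed CHO-M1 cells after 30 min compound exposure at 37C, with a small lithium addition to potentiate weak responses. Hill-equation AC50 from ratio and donor-channel data.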
Epigenetic reg = regulators of epigenetic silencing causing reporter derepression in mouse cells; AID 1865; murine LDR cells, GFP reporter derepression, 30 h; 280,000 compounds, 0.2% hits; Potency, µM (doses to about 53.9 µM), for inactives: at the top dose GFP activation, hits mostly activators; also: potency is read from the fitted curve at half-maximal effect; % of control where 0% means no effect; nearly all actives have a fitted effect of over 60% in size
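Readout is the number of GFP-expressing murine LDR cells, counted by cytometry following washing. Cells were treated with compound for 30 h at 37 C; the stably integrated CMV-GFP locus is normally silent.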
CBFb-RUNX1 inh = blocks binding between human CBF-beta and RUNX1 | Q01196+Q13951 | 230,000 tested, under 10 active | Potency, µM (titrated, usually from 59.8 µM), for inactives: at the highest dose activity, negative = inhibition, hits mostly inhibitors | AlphaScreen CBFb-His/RUNX1-biotin binding, biochemical; also: % of control where 0% means no effect
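His-tagged CBF-beta and biotinylated RUNX1 (30 nM each) were premixed 20 min at room temperature, exposed to compound for 15 min, then given nickel-chelate and streptavidin AlphaScreen beads (50 ng each). After 90 min, AlphaScreen signal was read.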
An asterisk follows results filed as active; ? = inconclusive; nt = not tested or not shown; & = joins results of further samples; [ ] = dose if it differs, or a comment. Calls follow the shape of the dose curve; as a rule, active = well fitted curve in the direction sought with a large enough effect; inconclusive = small, poorly fitted or top-dose-only effect, or another doubt; inactive = no such curve, though single readings can be large; an effect the other way counts as inactive or inconclusive.

SMILES | HTT aggregate | L3MBTL1 inh | IMPase Li cell | Epigenetic reg | CBFb-RUNX1 inh
COc1ccc(C)cc1N(CC(=O)NC(C)c1ccccc1)S(C)(=O)=O (centres undefined) | nt | -6% | nt | nt | nt
CCC(CO)Oc1cc(NC(=O)c2ccccc2F)c2ncn(C(C)C)c2c1 (centres undefined) | nt | 9% | nt | nt | nt
COc1ccc(/C=C2\N=C(c3ccc(C)cc3)OC2=O)cc1 | nt | 2%[2.29 µM] | nt | nt | nt
CNC[C@@H]1Oc2ccc(NS(=O)(=O)c3ccc(Cl)cc3)cc2C(=O)N([C@H](C)CO)C[C@@H]1C | nt | 0% | nt | nt | nt
O=C(CSc1nnc(COc2ccccc2Cl)o1)Nc1ccccc1 | nt | 9% | nt | nt | nt
CN(CC(=O)Nc1ccccc1Cl)C(=O)COC(=O)c1cc([N+](=O)[O-])ccc1N1CCOCC1 | nt | -10% | nt | nt | nt
CC1(c2ccc([N+](=O)[O-])cc2)NC(=O)N(CC(=O)Nc2cccnc2Cl)C1=O (centres undefined) | nt | 5% | nt | nt | nt
CCOc1ccc(C(=O)NCC(=O)NCC(c2ccco2)N2CCCCC2)cc1OCC (centres undefined) | nt | 1% | nt | nt | nt
COc1ccc(-n2nnnc2CNC(=O)c2ccc(S(=O)(=O)N3CCOCC3)cc2)cc1 | nt | -3% | nt | nt | nt
O=C(Nc1ccc(CN2CCOCC2)cc1)c1ccc(Br)cc1 | nt | 1% | nt | nt | nt
COc1cc2c(cc1OC)C(c1cccc(Br)c1)CC(=O)N2 (centres undefined) | nt | -2% | nt | nt | nt
CCN(C[C@H]1N[C@@](CC)(C(=O)OC)[C@H]2C(=O)N(C)C(=O)[C@@H]12)S(=O)(=O)c1ccc(OC)cc1 | nt | 3% | nt | nt | nt
CCOC(=O)c1ccc(NC(=O)N2C3CCCC2CC(NC(C)=O)C3)cc1 (centres undefined) | nt | 5% | nt | nt | nt
COc1ccc(C(CNC(=O)c2ccc(-c3ccccc3Cl)o2)N2CCOCC2)cc1 (centres undefined) | nt | -17% | nt | nt | nt
COc1ccc(OC)c(NC(=O)CSc2nc(=O)n(CCN3CCOCC3)c3c2CCCC3)c1 | nt | 1% | nt | nt | nt
O=C(COC(=O)c1ccncc1)Nc1cccc2ccccc12 | nt | 0% | nt | nt | nt
C=CCN1C(=O)C2(OCCCO2)c2cc(CCCC)ccc21 | nt | 19% | nt | nt | nt
CCN(C(=O)C(C)Sc1ccc(S(=O)(=O)N2CCN(C)CC2)cn1)c1ccccc1 (centres undefined) | nt | 5% | nt | nt | nt
Cc1ccc2[nH]c(C)c(CC(=O)NCc3ccccc3)c2c1 | nt | -3% | nt | nt | nt
COc1cccc(NC(=O)COC(=O)CCC(=O)c2cccs2)c1 | nt | -1% | nt | nt | nt
COc1ccc2oc(C(=O)OCC(=O)N3CCN(C(C)=O)CC3)c(C)c2c1 | nt | -7% | nt | nt | nt
Cc1cccc(NC(=O)CN(C)C(=O)C2CC2)c1C | nt | 0% | nt | nt | nt
Cc1cc2occ(CC(=O)N(CCC(C)C)c3c(N)n(Cc4ccccc4)c(=O)[nH]c3=O)c2cc1C | nt | -1% | nt | nt | nt
CC(=O)Nc1cccc(C(=O)OCC(=O)NNC(=O)c2cccs2)c1 | nt | 5% | nt | nt | nt
COc1cccc(CNC(=O)c2ccc(C)c(NC3=NC4CS(=O)(=O)CC4S3)c2)c1 (centres undefined) | nt | 2% | nt | nt | nt

Exported comma-delimited: entries from further up.
SMILES,HTT aggregate,L3MBTL1 inh,IMPase Li cell,Epigenetic reg,CBFb-RUNX1 inh
CNC[C@@H]1Oc2ccc(NS(=O)(=O)c3ccc(Cl)cc3)cc2C(=O)N([C@H](C)CO)C[C@@H]1C,nt,0%,nt,nt,nt
O=C(Nc1ccc(CN2CCOCC2)cc1)c1ccc(Br)cc1,nt,1%,nt,nt,nt
COc1ccc2oc(C(=O)OCC(=O)N3CCN(C(C)=O)CC3)c(C)c2c1,nt,-7%,nt,nt,nt
COc1cc2c(cc1OC)C(c1cccc(Br)c1)CC(=O)N2 (centres undefined),nt,-2%,nt,nt,nt

Later entries.
SMILES | HTT aggregate | L3MBTL1 inh | IMPase Li cell | Epigenetic reg | CBFb-RUNX1 inh
Cc1ccc(C)c(N2CCN(C3CCCC(C)C3)CC2)c1 (centres undefined) | nt | -5% | nt | nt | nt
COc1ccc(C(=O)OCC(=O)NCc2cccs2)c(OC)c1OC | nt | 2% | nt | nt | nt
COc1ccc(S(=O)(=O)N2CCOCC2)cc1NC(=O)COc1ccc2c(C)cc(=O)oc2c1 | nt | -1% | nt | nt | nt
COc1cccc(C(=O)NCC2CCCN(C3CCCCC3)C2)c1OC (centres undefined) | nt | 15% | nt | nt | nt
COC(=O)C1CCN(C(=O)COC(=O)/C=C/c2ccc(O)c(OC)c2)CC1 | nt | -3% | nt | nt | nt
Cc1ccc(NC(=O)Nc2nc3ccc(S(C)(=O)=O)cc3s2)cc1 | nt | 3% | nt | nt | nt
CCN(CC(=O)NCc1cccs1)S(=O)(=O)c1ccccc1Cl | nt | -2% | nt | nt | nt
CCN(CC)c1ccc(N)cc1 | nt | ? | 29% | nt | nt
COc1cccc(-c2ccc3ncnc(NCc4cccnc4)c3c2)c1 | nt | 8%&-1% | 17% | nt | nt
COc1cccc(-c2ccc3ncnc(N(C)Cc4ccco4)c3c2)c1 | nt | -3%&-3% | 25% | nt | nt
Cc1ccc(CCN2C(=O)c3ccc(C(=O)O)cc3C2=O)cc1 | nt | 8% | nt | nt | 9%
COc1cccc(CNc2ncnc3ccc(-c4c(C)noc4C)cc23)c1 | nt | 9%&4% | nt | nt | -11%
C[C@@](Cc1ccccc1)(C(=O)O)N1C(=O)c2ccc(C(=O)O)cc2C1=O | nt | 8% | nt | nt | -1%
O=C(O)c1ccc2c(c1)C(=O)N([C@@H](C(=O)O)C(c1ccccc1)c1ccccc1)C2=O | nt | 11% | nt | nt | 5%
C[C@@H](C(=O)CC(=O)OC(C)(C)C)[C@@H](O)c1ccccc1 | nt | -5% | nt | nt | 16%
CCOC(=O)CN(Cc1ccccc1)C(=O)OC(C)(C)C | nt | -3% | nt | nt | 13%
O=C(O)c1ccc2c(c1)C(=O)N([C@@H](Cc1ccc(O)cc1)C(=O)O)C2=O | nt | 9% | nt | nt | 2%
Cc1ccsc1CNc1ncnc2ccc(-c3c(C)noc3C)cc12 | nt | 0% | nt | nt | -8%
CC(C)(C)OC(=O)N1CCC[C@@H]1CO | nt | 4% | nt | nt | 21%
O=C(O)c1ccc2c(c1)C(=O)N([C@H](Cc1c3ccccc3cc3ccccc13)C(=O)O)C2=O | nt | -1% | nt | nt | -8%
OC[C@H]1OC(O)[C@H](O)[C@@H](O)[C@H]1O (some centres undefined) | nt | 4% | nt | nt | -26%
O=C(Cn1ccnc1[N+](=O)[O-])NCc1ccccc1 | 7% | 2% | nt | nt | nt
CC1(C)C[C@@H]1C(=O)N/C(=C\CCCCSC[C@H](N)C(=O)O)C(=O)O | 0% | 8% | nt | nt | nt
C=C[C@]1(C)C[C@@H](OC(=O)CSCCN(CC)CC)[C@]2(C)C(C)CC[C@]3(CCC(=O)[C@H]32)[C@@H](C)[C@@H]1O (some centres undefined) | -17% | -2%&-12% | nt | nt | nt
O=C(Nc1ncc([N+](=O)[O-])s1)c1cccs1 | -23% | 4% | nt | nt | nt

Additional structures follow.
SMILES | HTT aggregate | L3MBTL1 inh | IMPase Li cell | Epigenetic reg | CBFb-RUNX1 inh
Cc1cc(-c2ccc(N=Nc3c(S(=O)(=O)O)cc4cc(S(=O)(=O)O)cc(N)c4c3O)c(C)c2)ccc1N=Nc1c(S(=O)(=O)O)cc2cc(S(=O)(=O)O)cc(N)c2c1O | 0.02µM* | 0.2µM* | nt | nt | nt
C[S+](CC[C@H](N)C(=O)O)C[C@H]1O[C@@H](n2cnc3c(N)ncnc32)[C@H](O)[C@@H]1O (some centres undefined) | -2% | -1% | nt | nt | nt
Cc1ccc(NC(=O)Cn2c(=O)oc3ccccc32)cc1C | nt | 6% | nt | -1.1% | nt
CCC(=O)N1CCc2cc(Br)cc(S(=O)(=O)CCC(=O)N(C)c3cccc(C)c3)c21 | nt | 28µM* | nt | 1.3% | nt
CCN1CCN(c2c(S(=O)(=O)c3ccc(C)c(C)c3)cnc3ccc(F)cc23)CC1 | nt | -4% | nt | 0.0% | nt
CC1CCCN(C(=O)Cn2c(=O)oc3cc(S(=O)(=O)N4CCCCC4)ccc32)C1 (centres undefined) | nt | 15% | nt | 0.8% | nt
O=C(Nc1nnc(S(=O)(=O)N2CCCC2)s1)c1ccccc1Br | nt | -1% | nt | -1.6% | nt
CCc1ccc(NC(=O)CSc2nc(-c3ccc(C)cc3)nc3c2Cc2c(CO)cnc(C)c2O3)cc1 | nt | -9% | nt | -4.2% | nt
CC1CCN(S(=O)(=O)c2ccc3c(c2)CCC(=O)N3CC(=O)Nc2cccc(C#N)c2)CC1 | nt | ? | nt | -2.5% | nt
COc1ccc2[nH]cc(CCNC(=O)Nc3ccccc3C)c2c1 | nt | 1%[2.29 µM] | nt | 0.0% | nt
Cc1nc2sccn2c(=O)c1S(=O)(=O)Nc1ccc(N2CCN(C)CC2)cc1 | nt | -6% | nt | 1.6% | nt
CCOCCCn1c(SCC(=O)Nc2cccc(OC)c2)nc2ccccc2c1=O | nt | 0% | nt | -1.3% | nt
CC(C)OCCCNC(=O)CN1C(=O)COc2ccc(S(=O)(=O)N3CCCCCC3)cc21 | nt | 11% | nt | 0.0% | nt
Cc1ccc(NC(=O)CSc2nc(-c3cccs3)nc3cc(=O)[nH]n23)cc1C | nt | ? | nt | 8.3% | nt
CCCCN(CCCC)C(=O)c1c[nH]c2ccc(S(=O)(=O)Nc3cccc(Cl)c3C)cc2c1=O | nt | ? | nt | -0.2% | nt
O=C(Nc1nnc(S(=O)(=O)N2CCCC2)s1)c1ccccc1F | nt | -1% | nt | ? | nt
Cc1ccc2c(c1)N(CC(=O)NCCCN1CCCCC1)C(=O)c1cccnc1O2 | nt | 1% | nt | -1.2% | nt
CCOC(=O)N1CCN(CCC(=O)Nc2cc(C)ccc2C)CC1 | nt | -3% | nt | -2.2% | nt
Cc1nn(CC(=O)N2CCN(c3ccc(Cl)cc3)CC2)c(=O)c2cccn12 | nt | -6% | nt | -2.4% | nt
COc1ccc(S(=O)(=O)NCC(c2ccco2)N2CCOCC2)cc1 (centres undefined) | nt | 15% | nt | 12% | nt
COc1cc(NC(=O)CCS(=O)(=O)c2nc(-c3cccs3)cc(C(F)(F)F)n2)cc(OC)c1OC | nt | 7% | nt | 11% | nt
CCc1cccc(NC(=O)CCC(=O)N2CCSc3ccccc32)c1 | nt | 0% | nt | -2.1% | nt
Cc1ccc(CNS(=O)(=O)c2cc3c(cc2C)NC(=O)CO3)cc1 | nt | -8% | nt | 1.1% | nt
CCOc1ccc(CCNC(=O)CN2C(=O)c3cccnc3Oc3ccc(C)cc32)cc1OCC | nt | 4% | nt | -0.4% | nt
CC(=O)N1CCOc2cc(S(=O)(=O)Nc3c(C)cccc3C(C)C)c(Cl)cc21 | nt | -3% | nt | 1.1% | nt
Cc1oc(-c2ccccc2Cl)nc1CS(=O)(=O)CC(=O)NC(C)c1ccccc1 (centres undefined) | nt | 0% | nt | -4.6% | nt
COc1cccc(NC(=O)c2ccc3c(c2)CCN3S(C)(=O)=O)c1 | nt | 7% | nt | -0.7% | nt
CCOc1ccc(CNC(=O)CCC(=O)N2CCSc3ccccc32)cc1 | nt | 3% | nt | -0.1% | nt
COC(=O)c1cnn(-c2ccc(C(=O)Nc3cccc(C(C)=O)c3)cc2)c1N | nt | -1% | nt | 2.6% | nt

Only part of the results is shown, so the mix of outcomes need not match the whole.
